E-selectin induc: induces E-selectin expression in human endothelial cells; P16581; HUVEC E-selectin immunofluorescence imaging; normalized: neutral wells 0, TNF-alpha wells 100; activation, % at 7.58 µM; 260,000 compounds, 0.37% hits; AID 686992;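 active = mean E-selectin-positive cell signal at least 10% of the positive control, reached in at least 60% of replicates, without over 20% cell loss; inconclusive = no rule given, readout overlaps actives, possibly toxicity-flagged; inactive = the rest, including those meeting only one limit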;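 also: in these data hits start at about 27%; measured in HUVEC primary endothelial cells; signal is the percent of cells scored E-selectin positive by PE staining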
Target sequence (P16581 whole entry, looked up): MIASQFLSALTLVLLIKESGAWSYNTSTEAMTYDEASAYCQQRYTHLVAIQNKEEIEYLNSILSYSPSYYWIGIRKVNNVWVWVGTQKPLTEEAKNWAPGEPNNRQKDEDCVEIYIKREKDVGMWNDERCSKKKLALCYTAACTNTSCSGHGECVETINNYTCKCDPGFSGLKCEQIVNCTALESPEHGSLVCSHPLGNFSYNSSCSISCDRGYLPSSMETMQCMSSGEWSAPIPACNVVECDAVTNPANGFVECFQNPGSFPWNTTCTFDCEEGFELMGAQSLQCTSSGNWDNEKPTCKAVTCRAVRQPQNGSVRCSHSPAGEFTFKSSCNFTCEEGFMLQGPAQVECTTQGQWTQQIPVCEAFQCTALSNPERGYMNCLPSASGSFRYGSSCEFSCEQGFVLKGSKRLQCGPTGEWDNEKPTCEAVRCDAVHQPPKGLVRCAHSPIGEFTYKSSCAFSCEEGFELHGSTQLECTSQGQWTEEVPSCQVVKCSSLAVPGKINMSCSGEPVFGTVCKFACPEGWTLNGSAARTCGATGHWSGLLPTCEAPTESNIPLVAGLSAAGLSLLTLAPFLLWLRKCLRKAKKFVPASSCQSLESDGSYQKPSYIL
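Assay system: HUVEC primary endothelial cells. Input: 3,000 HUVEC seeded per well. Doses: one compound dose added by pin transfer. Read-out basis: % PE-positive cells. Benchmarks: TNF-alpha high, DMSO low. Detection: immunofluorescence imaging. Buffer or medium: EGM-2, gelatin.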
PglD inh: inhibitors of Campylobacter jejuni PglD acetyltransferase. purified PglD enzyme, DTNB colorimetric CoA detection. inhibition, % at 12.5 µM. 360,000 compounds, 0.098% hits; in the data active = inhibition above about 16%, passing the limit was not always enough; inconclusive = no clear call, values can overlap the other calls; also: strong numbers were not always called active
Statin myotox sup: suppressors of simvastatin-induced myotoxicity in C2C12 myotubes; AID 602340; rescue of ATP level, % at 7.49 µM; ATP luminescence, 48 h; scaled: DMSO 0, geranylgeraniol control 100; 330,000 compounds, 0.78% hits;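 active = mean ATP rescue above about 67%, or every replicate alone reaching that limit, limit read from the data, passing the limit was not always enough; inconclusive = no clear call, values can overlap the other calls; inactive = mean under the limit and some replicate under it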;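 also: myotubes were challenged with 10 µM simvastatin during compound exposure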
ERp5 block: inhibitors of human ERp5 | ERp5 insulin aggregation, absorbance 650 nm, 90 min | Q15084 | inhibition, % at 9.99 µM | 350,000 compounds, 0.05% hits;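 active = mean replicate inhibition above about 25%, with every replicate also reaching it, limit read from the data, passing the limit was not always enough; inconclusive = only one of those two criteria met; inactive = neither criterion met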
SIRT5 inh: inhibitors of human sirtuin-5 desuccinylase; Q9NXA8; Purified SirT5, succinyl-peptide AMC, trypsin-coupled fluorescence; inhibition, % at 15 µM; 330,000 compounds, 1.1% hits; in the data active = inhibition above about 15%; inconclusive = no clear call, values can overlap the other calls
Target sequence (Q9NXA8 whole entry, looked up): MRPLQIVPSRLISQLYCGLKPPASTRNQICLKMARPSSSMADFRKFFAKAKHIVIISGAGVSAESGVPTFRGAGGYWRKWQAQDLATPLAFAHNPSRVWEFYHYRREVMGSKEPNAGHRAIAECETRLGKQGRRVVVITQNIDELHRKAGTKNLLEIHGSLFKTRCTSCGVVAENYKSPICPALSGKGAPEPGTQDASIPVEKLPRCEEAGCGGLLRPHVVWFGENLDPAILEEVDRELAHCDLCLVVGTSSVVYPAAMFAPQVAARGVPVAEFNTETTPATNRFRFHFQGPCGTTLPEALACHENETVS
DENV2 CPE: DENV2-induced cell death inhibition; DENV2-infected cells, cytopathic effect rescue, plate reader; CPE inhibition, % at 9.99 µM; 350,000 compounds, 1.7% hits; in the data active = CPE inhibition above about 20%, passing the limit was not always enough; inconclusive = no clear call, values can overlap the other calls; tested in BHK-21 cells;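 also: 0% = median of neutral control wells and 100% = median of positive control wells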
S100A4 MyoIIA: S100A4-myosin IIA interaction inhibition; P26447; S100A4/TAMRA-MyoIIA peptide fluorescence polarization; inhibition, % at 10.7 µM; 360,000 compounds, 0.14% hits;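 active = mean inhibition of at least 70% across replicates, with every replicate also reaching that level; inconclusive = mean inhibition reaches 70% but some replicates fall short; inactive = mean inhibition below 70%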
Target sequence (P26447 whole entry, looked up): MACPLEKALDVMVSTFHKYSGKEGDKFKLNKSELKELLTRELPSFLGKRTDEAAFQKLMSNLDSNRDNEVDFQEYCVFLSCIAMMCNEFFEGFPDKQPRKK
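Test system: S100A4 monomer protein; Medium: HEPES pH 7.2 with CaCl2, KCl, NaCl, DTT, Triton; Probe or stimulus: TAMRA-labelled myosin IIA heavy-chain peptide probe, 5 nM; Doses: one dose per compound; Times: polarization read 5 min after assay mix addition, stable 5–60 min; Benchmarks: neutral control DMSO, positive control TFP.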
* marks the source's active call; other numbers are inactive results; u = inconclusive; x = no result given; & = joins results of further samples. The list is partial; the hit share may differ from the screen's.

Each structure is followed by: E-selectin induc, PglD inh, Statin myotox sup, ERp5 block, SIRT5 inh, DENV2 CPE, S100A4 MyoIIA
CN(C(=O)CSc1nnc(COc2ccccc2F)n1N)C1CCS(=O)(=O)C1 (centres undefined)
 : -0.8, x, x, 5, -3, -3, -2
COc1ccc(OC)c(S(=O)(=O)N2CCN(C(=O)CCc3ccccc3)CC2)c1
 : -0.1, 0, 4, -1, 0, -8, -1
C[C@H]1CCCCO[C@@H](CN(C)C(=O)Cc2ccccc2)[C@@H](C)CN([C@@H](C)CO)C(=O)c2cc(NS(=O)(=O)c3cccs3)ccc2O1
 : -0.1, -2, x, 2, -8, -1, 21
COc1ccc(NC(=O)O[C@@H](c2ccc(OC)c(O)c2)[C@H](CCO)OC)cc1
 : x, 3, x, -3, 3, 3, -2
COc1ccccc1/C=C/C(=O)OCC(=O)NC1CCS(=O)(=O)C1 (centres undefined)
 : 1.8, x, x, 1, -2, 16, 3
CCOc1ccc(/C=N/NC(=O)CC(=O)NCc2ccccc2)cc1
 : -0.7, x, x, 1, -2, -2, -1
COc1ccc(S(=O)(=O)Nc2cccc3c2O[C@@H](CN(C)Cc2ccc(C(F)(F)F)cc2)[C@@H](C)CN([C@@H](C)CO)C3=O)cc1
 : 0.0, 0, x, 7, 5, 3, 2
CCC(=O)c1ccc(OC(=O)N2CCOCC2)cc1
 : x, -2, -3, 1, x, 10, 0
Cc1ccc(-c2ocnc2C(=O)Nc2ccccc2NC(=O)c2ccccn2)cc1
 : 0.3, 4, x, -2, -9, -1, -4
O=CNCC(=O)NC1CCCCCC1
 : x, 4, 3, 2, -3, 11, -1
Cc1cccc(NC(=O)C2CCCN(S(=O)(=O)c3c(C)nn(C)c3C)C2)c1 (centres undefined)
 : 0.4, -5, 22, -5, x, -10, 0
CCSc1nnc(NC(=O)COc2cccc3ccccc23)s1
 : x, 6, 6, -2, x, x, -1
CC(=O)N(C)C[C@H]1Oc2ncc(C#Cc3cccnc3)cc2C(=O)N([C@H](C)CO)C[C@H]1C
 : 0.0, -4, 5, -2, 1, -4, -2
C[C@H]1CN([C@@H](C)CO)S(=O)(=O)c2ccc(C3=CCCCC3)cc2O[C@H]1CN(C)Cc1ccncc1
 : -0.5, 0, -51, -2, 5, -10, 6
CC1CCN(S(=O)(=O)c2ccc3[nH]c(=O)[nH]c3c2)CC1
 : -0.2, 5, 4, 2, 0, 8, -3
O=C(OCC(=O)N1CCN(C(=O)c2ccco2)CC1)c1c(Cl)cccc1Cl
 : -0.8, -1, 11, 3, -1, -1, 3
COc1ccc(S(=O)(=O)Nc2ccc3c(c2)C(=O)N([C@H](C)CO)C[C@H](C)[C@H](CN(C)Cc2ccc(Oc4ccccc4)cc2)O3)cc1
 : 0.0, -2, -8, 1, 31*, 2, -3
CCN(CC)S(=O)(=O)c1ccc(NC2=NS(=O)(=O)c3ccccc32)cc1
 : x, 3, 5, -7, -1, x, -3
C[C@@H](NC(=O)C[C@H]1CC[C@H]2[C@@H](COC[C@@H](O)CN2C(=O)Nc2ccccc2)O1)c1ccccc1
 : 0.1, -1, -11, 2, -1, -9, -1
C[C@H](CO)N1C[C@H](C)[C@H](CN(C)Cc2ccc(C(=O)O)cc2)OCCCC[C@H](C)Oc2ccc(NS(=O)(=O)c3ccc(Cl)cc3)cc2C1=O
 : -0.1, -4, x, -5, 1, -7, -23
COCc1cccc(C2=CC(=O)C[C@H](c3ccc(F)cc3)C2)c1
 : 0.0, -10, 4, -2, x, x, -3
COc1cccc(Cn2c3ccc(NC(=O)CCc4ccc(F)cc4)cc3c(=O)n2C)c1
 : 1.7, 5, -40, -2, -5, 7, -4
CNC[C@H]1Oc2c(NC(=O)C3CCCCC3)cccc2C(=O)N([C@H](C)CO)C[C@H]1C
 : -0.2, -1, -5, 3, -4, 2, 12
COc1cccc(NC(=O)NC(=O)c2c(C)cc(Cl)nc2Cl)c1
 : x, 9, 9, -11, -9, 4, 19
COc1ccc(CNCc2ccccc2C(F)(F)F)cc1
 : -0.2, 2, 0, 1, 0, 5, -3
CC(=O)c1ccc(NC(=O)CNCC(c2ccccc2)N(C)C)cc1 (centres undefined)
 : 1.7, x, -2, 5, -3, -3, 4
O=C(NCC[C@@H]1CC[C@H](NS(=O)(=O)c2ccc(F)cc2)[C@H](CO)O1)Nc1ccc(Cl)cc1
 : 0.0, 0, 1, 0, 0, -1, -8
CCCc1nnc(NC(=O)C(=O)NCCN(C)C)s1
 : 0.0, -1, x, 1, -3, 0, 1
O=C(NC1CC1)C1CCN(C2CCN(C(=O)CCOc3ccccc3)CC2)CC1
 : x, x, x, -5, -6, 8, -5
COc1ccc(-c2ccc3c(c2)O[C@H](CN(C)CC2CCOCC2)[C@H](C)CN([C@@H](C)CO)S3(=O)=O)cc1
 : 0.1, 1, 15, 5, -9, -6, 0
Cc1noc(C)c1NC(=O)N(C)C[C@@H]1OCCCC[C@@H](C)Oc2ccc(NS(=O)(=O)c3ccc(Cl)cc3)cc2C(=O)N([C@@H](C)CO)C[C@H]1C
 : x, -3, x, 3, 6, 3, -2
O=C(Nc1ccccc1)N1CC(=O)N2[C@H](CO)[C@@H](c3ccc(C#CC4CCCC4)cc3)[C@@H]2C1
 : -0.1, x, x, 2, -4, 4, -37
CC(=O)Oc1ccc(C(=O)Nc2cccc(-c3nnc(-c4ccco4)o3)c2)cc1
 : 0.0, 1, 5, 4, -2, 3, 0
CCNc1nc(SCC(=O)Nc2ccc(Cl)c(Cl)c2)nc(N(C)C)n1
 : 1.1, -5, 4, -1, 2, -4, 2
O=S(=O)(c1ccc(Cl)cc1)N1CCCC1c1nc2ccccc2s1 (centres undefined)
 : -0.1, 0, 16, x, x, x, x
Cc1nc(-c2ccc(S(=O)(=O)Nc3ccc(Br)cc3F)cc2)co1
 : x, 2, -1, 4, -2, 11, 2
Cc1noc(C)c1NC(=O)N(C)C[C@H]1OCc2cnnn2CCCC(=O)N([C@H](C)CO)C[C@@H]1C
 : 0.0&0.3, 0&2&1, -2&7&-8, 3&-2&-3, 2&-9&-1, u, -6&-5&6
CO[C@H]1CN(C)C(=O)c2ccc(NC(=O)c3nc4ccccc4s3)cc2OC[C@H](C)NC[C@@H]1C
 : 0.0, 0, -14, -4, 1, 0, -4
N#Cc1cccc(-c2ccc([C@@H]3[C@@H](CO)N4CCCCN(C(=O)Nc5ccccc5)C[C@@H]34)cc2)c1
 : 0.4, -4, x, -2, 3, -12, -23
CCOP(=O)(OCC)C(O)c1cc(OC)c(OC)c(OC)c1 (centres undefined)
 : -2.6, x, x, 9, -1, 3, 5
C[C@H]1CN([C@@H](C)CO)C(=O)Cc2cc(NC(=O)Nc3ccc4c(c3)OCO4)ccc2O[C@H]1CN(C)C(=O)Nc1ccccc1
 : -0.4, -2, -36, x, x, -2, x
CCSc1nnc2ccc(-c3cccs3)nn12
 : 0.6, 3, x, 0, -2, 2, -4
COc1ccc(CN2CC3(CN(C(=O)C4CC4)C3)c3c(n(C)c4cc(OC)ccc34)[C@@H]2CO)cc1
 : -0.3, x, x, 3, -1, -6, -4
CCOc1ccc(CCNC(=O)c2cccc3c2C(=O)N(CCOC)C3)cc1OCC
 : -0.2, 0, 14, 1, -2, 9, -6
Cc1noc(C)c1NC(=O)Nc1ccc2c(c1)C(=O)N([C@H](C)CO)C[C@@H](C)[C@@H](CN(C)Cc1ccc(C(=O)O)cc1)O2
 : -3.8, -2, 33, 2, -9, 6, -35
CSC(SC)=C(C#N)C(=O)c1ccccc1
 : 0.3, 9, x, -2, 0, u, -2
Cc1ccc(OCc2cc(C(=O)NCCc3cccnc3)no2)cc1C
 : 0.3, 2, 10, 1, 1, -1, -4
Cc1cc(C(=O)OCC(=O)N2CCc3ccccc32)ccc1[N+](=O)[O-]
 : 0.1, -2, -9, -1, 12, 0, 34
CN(C(=O)COC(=O)c1cccs1)c1ccccc1
 : 0.0, 5, 2, 1, x, u, -2
COc1ccc(/C=C2/SC(=S)N(CCCC(=O)N3CCN(C)CC3)C2=O)cc1
 : 0.2, x, x, 3, 2, u, -2

Later entries
Each structure is followed by: E-selectin induc, PglD inh, Statin myotox sup, ERp5 block, SIRT5 inh, DENV2 CPE, S100A4 MyoIIA
O=S(=O)(c1ccccc1F)N1CC[C@@H]2[C@H](CO)Nc3ccc(-c4ccccc4F)cc3[C@@H]21
 : -0.5, -2, -30, 1, 6, -25, 9
O=C(O)/C=C/C(=O)NCCc1ccc(Cl)cc1
 : x, -8, 0, 2, -2, 2, -3
COc1ccc(CCN(C)C(=O)COC(=O)/C=C/c2ccc(C)o2)cc1OC
 : x, -2, 6, 2, -2, -3, -6
C[C@@H]1CNCCN1c1ccc(N2CCN(Cc3ccccc3)[C@@H](C)C2)c(C#N)c1
 : 0.1, x, x, 2, -2, u, -18
C=CCNC(=S)NNc1nc2c(c(=O)[nH]1)C1(CCCCC1)Cc1ccccc1-2
 : x, x, x, -7, -2, -4, -29
C[C@H](CO)N1C[C@H](C)[C@H](CN(C)S(=O)(=O)c2cn(C)cn2)OCCCC[C@H](C)Oc2ccc(NS(=O)(=O)c3cn(C)cn3)cc2C1=O
 : 0.2, -3, x, -7, 0, 2, 0
COc1ccc(C(CNC(=O)c2oc3ccc(Cl)cc3c2C)N2CCCCC2)cc1 (centres undefined)
 : 0.1, 1, 36, 1, 0, 5, -3
C#CCOc1coc(COC(=O)c2ccccc2)cc1=O
 : 0.1, 0, -3, -2, -5, u, -3
NC(=O)CC[C@H](NC(=O)c1ccc(F)cc1)C(=O)OCC(=O)NCc1ccc(F)cc1
 : 0.8, x, x, 0, -4, -2, -3
COc1cc(/C=C\C(=O)O)cc(S(=O)(=O)N2CCCCCC2)c1OC
 : 0.1, 1, x, -2, -3, 6, 2
COc1cccc(C(=O)NCC(=O)N/N=C(C)\C=C\c2ccccc2)c1
 : x, x, x, -8, -3, -8, 8
CNC[C@H]1OCCCC[C@@H](C)Oc2ccc(NS(=O)(=O)c3cccs3)cc2C(=O)N([C@@H](C)CO)C[C@H]1C
 : 0.0, -9, x, -4, 4, -1, 1
CSc1cccc(NC(=O)C2(S(=O)(=O)c3ccc(C)cc3)CC2)c1
 : -0.1, 2, 3, 2, 2, 0, -8
COc1ccc(NC(=O)COC(C)=O)cc1Cl
 : -5.7, -2, 9, 4, -5, -6, -7
Cn1c2cc(Br)sc2c2cnn(Cc3ccc(F)cc3F)c(=O)c21
 : 0.1, -4, -12, -4, 3, 9, 1
Cc1noc(C)c1NC(=O)N(C)C[C@H]1Oc2ccc(NC(=O)NC(C)C)cc2CC(=O)N([C@@H](C)CO)C[C@H]1C
 : x, 3, -13, 1, 5, 9, 0
CC(C)(O)C#Cc1ccc([C@@H]2[C@H](CO)N3CCCCN(C(=O)c4ccncc4)C[C@@H]23)cc1
 : -0.1, -1, 18, -5, -1, -4, 4
Cc1nn(C)cc1S(=O)(=O)NCc1ccccc1Cl
 : 0.8, 5, x, 6, -1, 19, 13
C[C@@H]1CCCCO[C@@H](CN(C)C(=O)C2CCCCC2)[C@H](C)CN([C@@H](C)CO)C(=O)c2cc(NC(=O)Nc3ccc(C(F)(F)F)cc3)ccc2O1
 : -0.2, -2, x, -1, -7, -3, 1
Cc1noc(C)c1NC(=O)N(C)C[C@@H]1OCCCC[C@@H](C)Oc2ccc(NS(C)(=O)=O)cc2C(=O)N([C@@H](C)CO)C[C@H]1C
 : -0.1, 4, x, x, x, 5, x
CCN1[C@H](C(=O)N(C)C)[C@@H](CO)[C@@H]2Cn3c(ccc(-c4ccc(F)cc4)c3=O)[C@@H]21
 : 0.0, -1, -8, -1, -3, 7, 9
C[C@H]1CN([C@@H](C)CO)S(=O)(=O)c2ccc(C#CCN(C)C)cc2O[C@@H]1CN(C)S(C)(=O)=O
 : -0.1, -1, -1, 1, -1, -4, 0
